Screens from PubChem BioAssay.
M1 ag = human M1 muscarinic receptor agonists, primary screen, Fluo-8 calcium fluorescence, CHO-K1 cells, HTS; Muscarinic acetylcholine receptor M1 (Homo sapiens), P11229; CHO-K1 hM1, agonist mode; 0% DMSO, 100% acetylcholine EC100; activation, % at 3 µM; 360,000 compounds, 0.33% hits; AID 588814, 2011;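 active = activation above the run's mean compound activation plus 3 SD, cut at about 16% in these data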;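 also: peak over basal fluorescence ratio within a 140 s kinetic read after compound addition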
CHO-K1 Ca antag = nonselective inhibitor or artifact in parental CHO-K1 cells | ATP-induced calcium, Fluo-8 fluorescence | inhibition, % at 3 µM | 360,000 compounds, 0.6% hits | AID 602250;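 active = inhibition above a per-plate cutoff, the plate's mean sample inhibition plus 3 SD, cut at about 24% in these data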;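 also: 0% = DMSO plus EC80 ATP and 100% = DMSO alone without ATP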
OXTR potentiator = human OXTR potentiators, primary screen, fluorescence, CHO-OTR cells, Fluo-8 calcium. Oxytocin receptor (Homo sapiens), P30559. Fluo-8 calcium fluorescence, potentiator mode; 0% = oxytocin EC15, 100% = EC100. activation, % at 3 µM. 320,000 compounds, 0.061% hits. AID 2445, 2010;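 active = activation above that plate's cutoff, the mean activation of tested compounds plus 3 SD, cut at about 6.6% in these data, passing the limit was not always enough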;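 also: 100% uses oxytocin at 75 nM as the full agonist control; some results filed as inactive read as strong as hits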
Target sequence (P30559 whole entry, looked up): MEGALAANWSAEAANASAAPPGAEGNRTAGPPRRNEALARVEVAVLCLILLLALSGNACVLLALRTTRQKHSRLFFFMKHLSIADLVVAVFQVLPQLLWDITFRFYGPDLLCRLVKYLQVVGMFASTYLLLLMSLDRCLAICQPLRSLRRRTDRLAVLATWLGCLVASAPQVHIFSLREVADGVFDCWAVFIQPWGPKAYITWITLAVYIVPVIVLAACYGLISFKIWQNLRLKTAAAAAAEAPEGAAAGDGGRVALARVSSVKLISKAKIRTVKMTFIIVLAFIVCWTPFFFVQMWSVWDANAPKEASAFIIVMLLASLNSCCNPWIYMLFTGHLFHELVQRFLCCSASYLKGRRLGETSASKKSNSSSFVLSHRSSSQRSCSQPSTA
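Assay system: CHO cell line stably expressing human OTR. Reagent: EC15 oxytocin agonist. Dosing: single dose, 3.0 µM nominal final compound concentration. Timing: compound 6 min at room temperature before oxytocin, 100 s read. Signal: kinetic Fluo-8 calcium fluorescence. Controls: oxytocin EC15 low and EC100 high.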
M1 PAM = human M1 muscarinic receptor positive allosteric modulators, primary screen, CHO-K1 cells, Fluo-8 calcium fluorescence, 1536-well; Muscarinic acetylcholine receptor M1 (Homo sapiens), P11229; CHO-K1 hM1, ACh EC20; 0% = ACh EC20, 100% = maximal ACh; activation, % at 3 µM; 360,000 compounds, 0.088% hits; AID 588819, 2011; in the data active = activation above about 19%, passing the limit was not always enough
M4 antag = human M4 muscarinic receptor antagonists, primary screen, CHO cells, Fluo-8 calcium fluorescence | CHO-hM4 cells, ACh EC80 | inhibition, % at 3 µM | 360,000 compounds, 0.73% hits | AID 624125, 2012;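 active = inhibition above its plate's cutoff, the mean inhibition of sample wells plus 3 SD, cut at about 27% in these data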;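 also: 0% = acetylcholine EC80 with DMSO and 100% = DMSO without agonist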
Target sequence (P08173 whole entry, looked up): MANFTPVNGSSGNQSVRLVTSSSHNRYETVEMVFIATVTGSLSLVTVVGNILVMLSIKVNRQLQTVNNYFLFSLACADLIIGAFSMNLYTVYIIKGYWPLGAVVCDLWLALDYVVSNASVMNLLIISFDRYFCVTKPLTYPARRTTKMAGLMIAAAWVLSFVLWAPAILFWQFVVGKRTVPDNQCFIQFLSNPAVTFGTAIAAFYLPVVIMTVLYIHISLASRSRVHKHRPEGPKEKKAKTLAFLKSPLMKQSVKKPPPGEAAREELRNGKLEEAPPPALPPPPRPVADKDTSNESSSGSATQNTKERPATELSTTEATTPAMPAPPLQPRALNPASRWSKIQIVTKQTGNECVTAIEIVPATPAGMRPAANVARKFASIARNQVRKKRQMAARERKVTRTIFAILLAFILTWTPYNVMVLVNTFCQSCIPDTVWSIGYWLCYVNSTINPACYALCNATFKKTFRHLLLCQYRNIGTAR
CHRM4 agonist = human M4 muscarinic receptor agonists, primary screen, CHO-K1 cells, Fluo-8 calcium fluorescence; activation, % at 3 µM; CHO-K1 hM4/Gqi5; vehicle 0%, full acetylcholine response 100%; 360,000 compounds, 0.14% hits; AID 624127, 2012;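 active = activation above the run mean over all test wells plus 3 SD, cut at about 32% in these data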;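 also: peak over basal fluorescence ratio per well then scaled between controls; 0% = DMSO wells and 100% = acetylcholine at EC100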
CHO-K1 Ca ag = counter-screen for M1 agonists: effect in parental CHO-K1 cells | Fluo-8 calcium fluorescence; scaled to maximal ATP response, vehicle zero | activation, % at 3 µM | 360,000 compounds, 0.48% hits; in the data active = activation above about 15%;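 also: untransfected CHO-K1 host cells lacking M1 receptor as counterscreen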
CHO parental Ca = ATP-evoked calcium signal inhibitors, parental CHO, primary screen, counter-screen for OX1R antagonist project, cell-based, fluorescence, Fluo-8 calcium dye | 330,000 compounds, 0.63% hits | AID 463079, 2010 | inhibition, % at 5.6 µM | parental CHO-K1, ATP-induced calcium, Fluo-8 fluorescence;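 active = inhibition above that plate's mean sample inhibition plus 3 SD, cut at about 26% in these data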;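 also: 0% = ATP-challenged DMSO wells and 100% = DMSO wells without ATP; some compounds past the cut are filed as inactive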
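Assay system – parental CHO cells · Reagent – ATP stimulus · Detection – intracellular calcium via Fluo-8 no-wash fluorescent dye · Evaluation – percent inhibition of ATP-evoked calcium rise, normalized to controls · Controls – ATP wells versus no-ATP DMSO wells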
M1 antag = human M1 muscarinic receptor antagonists, primary screen, CHO-K1 cells, Fluo-8 calcium fluorescence, 1536-well; CHO-K1 hM1, ACh EC80 antagonist; 360,000 compounds, 1.3% hits; Muscarinic acetylcholine receptor M1 (Homo sapiens), P11229; AID 588852, 2011; inhibition, % at 3 µM;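 active = percent inhibition above its own plate's cutoff, namely the mean of that plate's compound wells plus 3 SD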;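 also: peak over basal fluorescence ratio during 140 s after agonist addition; 0% = ACh EC80 plus DMSO and 100% = DMSO alone without agonist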
Starred values were filed as active, the others as inactive; x = not tested or not shown.

SMILES	M1 ag	CHO-K1 Ca antag	OXTR potentiator	M1 PAM	M4 antag	CHRM4 agonist	CHO-K1 Ca ag	CHO parental Ca	M1 antag
Cc1ccc(-c2nn(-c3ccccc3)cc2/C=C2\SC(=S)N(CC(=O)O)C2=O)cc1	-2	-10	-6	6	-3	0	0.7	-6	-13
O=C(NCCCN1CCOCC1)c1ccc2c(=O)n(Cc3ccccc3)c(=S)[nH]c2c1	-8	-3	-10	-5	-4	3	1.2	-6	8
CCOC(=O)C1=C(O)/C(=C/c2ccc(OCC(=O)O)c(OCC)c2)SC1=Nc1ccc(C)cc1	-5	16	-15	0	-3	-1	-0.1	-28	0
CS(=O)(=O)N1CCN=C1SCc1ccccc1	-3	-16	-1	3	-10	-2	-0.4	-11	-6
COc1ccc(-n2nc([N+](=O)[O-])c(=NCCc3ccccc3)n2O)cc1	-6	-7	-2	5	-1	2	1.6	3	2
Cc1ccc(C(C(=O)NC(C)(C)C)N(C(=O)c2csnn2)c2cccc(F)c2)o1 (stereo not given)	-5	-1	-9	6	-3	0	0.4	-6	0
Cc1c(C(=O)OC(C)C)sc(N)c1C(=O)OC(C)C	-5	-2	2	-2	-5	-3	-0.6	-28	-12
COc1cc(NC(=O)C(c2ccccc2)c2ccccc2)c(C(=O)O)cc1OC	-4	-8	-7	4	8	-1	0.2	-3	-5
CCOc1ccccc1-c1nc(CN2CCCC2c2nccs2)c(C)o1 (stereo not given)	-10	-7	-3	10	-4	3	1.4	-15	-14
COc1ccc(CNC(=O)C(=O)NCC2OCCN2C(=O)c2ccc(OC)cc2)cc1 (stereo not given)	-2	-3	-7	7	5	1	-0.4	-5	-11
O=C(O)c1c(F)c(F)c(F)c(F)c1-c1ccc(Cl)cc1	-1	-10	-2	9	8	0	-0.5	-8	-32
O=C(CNC(=O)c1ccco1)OCC(=O)c1ccc2c(c1)CCCC2	-2	5	-3	5	6	1	0.5	-11	2
O=C(O)C1C2C=CC(C2)C1C(=O)Nc1ccc2c(c1)OCCO2 (stereo not given)	-3	-5	-13	8	-7	0	-0.3	-1	-13
CCN(CC)S(=O)(=O)c1ccc(OC)c(NC(=S)Nc2cccc(C)c2C)c1	-1	-2	-2	8	0	0	-0.7	-4	-9
CCN(CC)C(=S)Oc1c(Cl)cccc1Cl	-4	-5	-6	-1	-8	0	0.0	-3	4
CC(OC(=O)c1ccc(NC(=O)CC#N)cc1)C(=O)Nc1ccc2c(c1)OCCO2 (stereo not given)	-4	-9	0	1	-1	0	0.7	11	2
N#Cc1ccccc1S(=O)(=O)N1CCN(C(=O)c2cc(-c3ccccc3)nn2-c2ccccc2)CC1	-1	-2	-10	10	-8	6	2.0	-11	-8
O=C(CNC(=O)c1ccccc1Br)NNC(=O)c1cccs1	0	7	x	4	8	1	9.5	x	0
CC1=C(C(=O)N2CCCCC2)C(c2cccs2)NC(=O)N1 (stereo not given)	-3	-5	-2	10	5	2	0.0	-14	-4
CCCCC(=O)Nc1ccc2oc(-c3ccncc3)nc2c1	0	20	-6	14	3	2	0.3	0	-8
Cc1cc(OCC(=O)NCCCn2ccnc2)c2c(C)cc(=O)oc2c1	-12	-6	-1	2	-2	2	1.0	-4	-9
Cc1ccc(C(=O)N2CCN3C(=O)c4ccccc4C23c2ccc(Cl)cc2)cc1 (stereo not given)	-4	-5	-5	1	0	-2	1.0	-19	-8
CC(=O)C1C(c2ccc(Br)cc2)C2C(C)=NN=C2CC1(C)O (stereo not given)	-6	-14	-3	12	-9	1	3.3	-10	-8
Cc1ccc(CCNC(=O)C2CCC(CNc3c(N4CCC(C)CC4)c(=O)c3=O)CC2)cc1 (stereo not given)	-9	2	-5	12	-6	-2	-0.6	-25	-21
COc1ccc(OCCN(C)C(=O)c2cccc(S(=O)(=O)N(C)c3ccccc3)c2)cc1	-1	-17	-11	-3	-16	23	9.1	-1	-2
Cc1ccc(C(=O)NCc2ccncc2)cc1S(=O)(=O)N1CCCCC1	-5	-9	-5	0	3	2	2.6	-4	-3
CCOC(=O)Nc1ccc2c(c1)N(C(=O)CN1CCN(CCO)CC1)c1ccccc1CC2	-5	-4	-15	12	10	0	1.1	-9	-13
Cc1nnc2n(-c3ccccc3)c(=O)c3c4c(sc3n12)CCCC4	-2	-5	-2	-6	-4	0	-0.2	-6	5
O=C(COC(=O)c1cc([N+](=O)[O-])ccc1NCCO)NCc1cccs1	-2	-4	-7	0	-1	0	-0.1	-25	-5
NC1=NC[C@@H](Cc2ccc(O)cc2)N1CCC12CC3CC(CC(C3)C1)C2	-9	-19	-12	-1	1	1	-1.2	-32	-14
CC1CCCCN1CCNC(=O)c1ccc2c(c1)N(Cc1cccc(Cl)c1)C(=O)c1ccccc1S2=O (stereo not given)	-5	5	-11	-14	7	1	2.4	-20	14
O=C(Cn1cc(S(=O)(=O)Cc2cccc(F)c2)c2ccccc21)N1CCOCC1	-1	2	-5	12	-2	3	0.8	-12	-11
C/C(=N\NC(=O)c1cc(C)nc2ccccc12)c1ccco1	-6	-17	-20	1	7	1	0.4	-16	-1
Cc1ccccc1NC(=O)Cc1cccc(C(F)(F)F)c1	-11	7	-5	10	4	0	0.1	-9	-6
CCc1nc2ccc(C(=O)Nc3ccc4c(c3)OCC(=O)N4)cn2c1N(C)C(=O)Cc1ccccc1	-4	-3	x	5	-4	0	0.3	x	-16
CCCNC(=O)C1(CC2CC(c3ccccc3)=NO2)CCN(C(=O)C2CCCC2)CC1 (stereo not given)	-2	-8	-2	4	2	2	-0.6	-16	-2
Cc1nn(C(=O)c2cccc([N+](=O)[O-])c2)c(C)c1Br	-4	-9	1	12	-2	0	2.2	2	-7
Cc1cccnc1C(NC(=O)C1CCN(Cc2ccc(Oc3ccccc3)cc2)CC1)c1ccc(F)cc1 (stereo not given)	-9	-12	x	-16	26	2	1.8	x	16
COc1cccc(/C=N/Nc2ncnc(Cl)c2N)c1O	-7	1	-2	-4	-6	1	-0.1	-3	4
CCCCCCN=CC1=C(O)CC(C)(C)CC1=O	-3	12	-4	-7	-2	1	0.0	-10	-3
CSc1ccc(Cn2c(C)c(C(=O)NCc3cccc(Cl)c3)sc2=O)cc1	3	3	x	10	-9	6	0.4	x	-11
O=C(/C=C/c1ccc(-c2ccccc2[N+](=O)[O-])o1)c1ccccc1	-6	6	4	3	9	0	-0.4	-7	4
CCOC(=O)C1CCCN(Cc2cc(Br)c(OC)cc2OC)C1 (stereo not given)	10	-17	-7	2	-4	0	-0.2	-9	0
O=C(Nc1ccc(OC(F)(F)F)cc1)C1CC(c2ccc(F)cc2)=NO1 (stereo not given)	-11	-12	-8	-1	4	0	0.3	-2	2
CC(=O)Nc1ccc(/C=N/NC(=O)c2cccc(S(=O)(=O)N3CCOCC3)c2)cc1	-11	4	-2	3	-14	1	0.1	-7	-6

Compound profiles, from the list above. Order of values: M1 ag, CHO-K1 Ca antag, OXTR potentiator, M1 PAM, M4 antag, CHRM4 agonist, CHO-K1 Ca ag, CHO parental Ca, M1 antag
COc1cccc(/C=N/Nc2ncnc(Cl)c2N)c1O across the screens: -7, 1, -2, -4, -6, 1, -0.1, -3, 4
CC(=O)Nc1ccc(/C=N/NC(=O)c2cccc(S(=O)(=O)N3CCOCC3)c2)cc1 across the screens: -11, 4, -2, 3, -14, 1, 0.1, -7, -6

The results go on:
SMILES	M1 ag	CHO-K1 Ca antag	OXTR potentiator	M1 PAM	M4 antag	CHRM4 agonist	CHO-K1 Ca ag	CHO parental Ca	M1 antag
Cc1cc(NC(=O)CSCCO)no1	-2	6	-10	11	-2	1	0.2	-18	-18
CS(=O)(=O)N1CCN(c2ccc(NC(=O)C(c3ccccc3)c3ccccc3)cc2)CC1	-1	-21	-1	0	2	4	2.4	-9	-2
COc1ccccc1NC(=O)CSc1ccc(-c2ccco2)nn1	-2	7	-9	3	2	6	1.0	-17	1
COc1ccccc1C1CC(=O)Oc2cc(OC)c(OC)c(OC)c21 (stereo not given)	-2	2	x	1	-5	2	-0.1	-21	-1
Cc1[nH]c(=O)cc2ccccc12	-4	-4	-3	6	-3	1	0.5	-3	-5
COc1ccc(CCN2C(=O)CCC2(C)c2nnnn2-c2ccc3c(c2)OCCO3)cc1OC (stereo not given)	x	-28	x	x	-5	4	4.3	x	x
CN(CC(O)COC(c1ccccc1)c1ccccc1)C1CCCCC1 (stereo not given)	-12	-11	-8	-32	0	3	1.9	-13	30*
CCCOC(=S)NC(=O)c1sc2ccccc2c1Cl	-5	-23	-4	2	-3	2	0.3	-11	-4
O=C(N/N=C(\CC(=O)c1cccs1)C(F)(F)F)c1ccncc1	1	-4	-1	5	8	0	2.3	-41	-6
N=c1c2c(ncn1Cc1ccco1)Oc1c(ccc3ccccc13)C2c1ccccc1 (stereo not given)	-7	-16	-9	-15	15	2	1.5	-20	4
COc1cccc(C(=O)NC(=S)Nn2cnnc2)c1OC	-5	-15	-7	12	-1	1	0.2	4	-11
O=C(COc1ccccc1)Nc1nc(-c2ccc(S(=O)(=O)N3CCOCC3)cc2)cs1	1	4	-12	-15	16	14	5.3	3	28
Cc1ccc(NC2CCCN(C(=O)c3nonc3C)C2)cc1C (stereo not given)	1	-11	x	6	3	2	0.3	x	-14
CC(C)[C@H]1CN=C2N(CCNC(=O)CCC3CCCCC3)[C@H](Cc3ccc(O)cc3)CN21	-11	3	-4	-6	14	-1	-0.6	-3	4
Cc1noc(C)c1C(=O)OCC(=O)Nc1ncc(Cl)c(C)c1Cl	-2	-12	0	11	-13	1	-0.3	-12	-24
COC(=O)COc1cccc2c(=O)n(CC(=O)NCc3ccc(F)cc3)ccc12	0	1	-4	4	-3	1	0.2	-2	-3
CC1CCCC(C)N1CCCNC(=O)c1ccc2nc(N3CCCCC3)sc2c1 (stereo not given)	-12	5	-6	-19	15	-1	-0.1	-5	19
CCOc1ccc(NC(=O)N2CCN(C(=O)c3ccco3)CC2)cc1	-2	-5	-5	10	-3	0	0.9	-5	-13
Cc1noc(C)c1S(=O)(=O)N(C)C[C@H]1OCc2cnnn2CCCC(=O)N([C@@H](C)CO)C[C@H]1C	-4	-17	x	5	-6	1	0.1	x	-14
Cn1cccc1C(=O)OCC(=O)N1CC(=O)Nc2ccccc21	-1	-21	-12	3	4	1	1.6	4	1
